# HepG2 tox = kills HepG2 cells in TGF-b inhibitor counter-screen. HepG2 CAGA-GFP viability, ATP luminescence, 18 h. Potency, µM (highest dose often 46.1 µM), without a hit: at the highest dose activity change, negative = cytotoxicity, usual class: cytotoxic. 410,000 compounds, 0.76% hits; further: potency means the concentration at half of the fitted maximal effect; some results filed as inactive show a strong effect at the top dose
#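 HepG2 CAGA-GFP cells (1000/well, DMEM with 1% FBS) received compound, then TGF-beta at 500 pg/mL final, and were incubated 18 hours at 37 degrees C. Viability was read by CellTiter-Glo luminescence. Media-only wells were set as complete cell-killing and DMSO as no toxicity.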
# Nrf2 block = Nrf2 pathway inhibition. A549 ARE-Fluc reporter, luciferase luminescence, 18-24 h. Potency, µM (doses to about 46 µM), without a hit: top-dose activity change, negative = inhibition, actives largely listed as inhibitors. 360,000 compounds, 2.1% hits; further: potency means the concentration at half of the fitted maximal effect; on the % scale 0 is the no-effect control and ±100 the full control effect; nearly all actives have a fitted effect of over 60% in size
#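 Reporter: ARE-Fluc in A549. Exposure: 18-24 h, 37 °C, 5% CO2, 5% FBS OPTI-MEM. Readouts: fluorescent cytotoxicity (CellTiter-Fluor), then luminescent Nrf2 signal after BugLite.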
# Nrf2 ARE act = activators of Nrf2 (ARE) signaling; AREc32 ARE-luciferase reporter (MCF7-derived line), luminescence, 24 h; Potency, µM (doses to about 46.1 µM), for inactives: at the highest dose activation, hits mostly activators; 410,000 compounds, 0.31% hits; further: potency means the concentration at half of the fitted maximal effect; % of control where 0% means no effect; nearly all actives have a fitted effect of over 65% in size
#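 Cells of the AREc32 ARE-luciferase line are plated in OPTI-MEM containing 5% FBS and left overnight at 37 deg C. Compounds are pinned in, incubation continues 24 hr, and firefly luciferase signal is then measured.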
# TGFb inhibitor = TGF-b pathway inhibition; Potency, µM (series often up to 46.1 µM), for inactives: at the top dose activity, negative = inhibition, hits mostly inhibitors; 410,000 compounds, 1.2% hits; HepG2 CAGA-GFP TGF-b/SMAD3 reporter, GFP fluorescence, 18 h; TGF-beta stimulated, 500 pg/mL final; further: potency means the concentration at half of the fitted maximal effect; on the % scale 0 is the no-effect control and ±100 the full control effect; nearly all actives have a fitted effect of over 65% in size
#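 Inhibition of TGF-beta-driven CAGA-GFP reporter expression in HEPG2 cells is measured by cellular GFP fluorescence after 18 h stimulation with 500 pg/mL recombinant TGF-beta in 1% FBS medium at 37 degrees C.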
# CCT modulator = cytosolic chaperonin activity modulation; purified chaperonin ATPase assay, HTRF ADP detection, 30 min; activity change, % (no concentration beside the values), hits read low; 360,000 compounds, 0.3% hits; AID 651819; in the data active means activity change below about -30%; further: on the % scale 0 is the no-effect control and ±100 the full control effect
#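 ATPase activity: ADP formed was measured by HTRF Transcreener (665/615 nm ratio) after 30 min at 37 deg C with 10 uM ATP. Compounds screened at one 76 uM concentration against 40 or 20 nM TRiC in Tris pH 7.4/KCl/MgCl2/DTT buffer.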
# pAkt inh = inhibitors of Akt phosphorylation; 360,000 compounds, 0.32% hits; AID 651550; Neuro2A IGF-stimulated pAkt S473 HTRF, 20 min; hits give low values; activity change, % for hits at 50 µM; in the data active means activity change below about -80%; inconclusive means mostly about -51% to -80%; further: on the % scale 0 is the no-effect control and ±100 the full control effect
#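 Neuro2A cells (4,500/well, DMEM with 0.5% FBS) were treated with compound at a single 50 µM final concentration, stimulated with 6 nM IGF for 20 min at 37 °C, and lysed. Phospho-Akt Ser473 was read by HTRF as 665/615 ratio ×10^4.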
# A549 viability = A549 cytotoxicity, counter-screen for Nrf2 inhibitors. A549 ARE-Fluc cells, CellTiter-Fluor viability, 18-24 h. Potency, µM (top dose mostly 46 µM), for inactives: at the highest dose activity change, negative = cytotoxicity, usual class: inhibitors. 390,000 compounds, 0.16% hits. AID 504648; further: potency means the concentration at half of the fitted maximal effect; on the % scale 0 is the no-effect control and ±100 the full control effect
#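 Cytotoxicity counterscreen: CellTiter-Fluor fluorescence was measured in A549 ARE_Fluc cells after 18-24 h of compound exposure in a concentration series. The subsequent BugLite luminescent read reports ARE-luciferase activity.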
# Mm-Cpn inhibitor = inhibitors of Methanococcus maripaludis chaperonin (MmCpn) | purified Mm-Cpn ATPase, ADP Transcreener TR-FRET | Potency, µM (series often up to 76.9 µM), for inactives: at the top dose activity, negative = inhibition, hits mostly inhibitors | 330,000 compounds, 0.031% hits | AID 504842; further: potency means the concentration at half of the fitted maximal effect; on the % scale 0 is the no-effect control and ±100 the full control effect; nearly all actives have a fitted effect of over 80% in size
#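 Compound-treated chaperonin, 25 nM final, turns over 10 uM ATP at 37°C for 30 min following a 10 min preincubation; ADP generated competes with ADP-d2 for Eu-cryptate antibody, lowering FRET.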
# Abeta yeast res = compounds reversing amyloid beta toxicity in yeast; Potency, µM (top dose mostly 46.1 µM), for inactives: at the top dose growth rescue, actives largely listed as activators; 410,000 compounds, 0.063% hits; yeast expressing A-beta42, growth rescue, OD600, 48 h; response scale: 0% DMSO, 100% iron-clioquinol control; further: potency means the concentration at half of the fitted maximal effect; nearly all actives have a fitted effect of over 55% in size
#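 Yeast growth medium received pinned compounds, then yeast cells expressing toxic A-beta were added; plates incubated at 30 C for 48 hr. Growth read as absorbance at 600 nm, normalized to DMSO and equimolar FeCl3 plus clioquinol controls.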
# * marks the source's active call; other numbers are inactive results; i = inactive; ? = inconclusive; / = not tested or not shown; & = joins results of further samples; [ ] = another dose, or the depositor's remark. Unless noted, the call rests on the fitted dose curve; in most records, active means well fitted curve in the direction sought with a large enough effect; inconclusive means small, poorly fitted or top-dose-only effect, or another doubt; inactive means no such curve, though single readings can be large; an effect the other way counts as inactive or inconclusive.
cpd	SMILES	HepG2 tox	Nrf2 block	Nrf2 ARE act	TGFb inhibitor	CCT modulator
1	Cc1ccc(-n2nc(C)c3c(C)c(CCC(=O)NCCCOC(C)C)c(C)nc32)cc1	1%	?	-0.8%	-8%	1.6
2	Cc1cccc(OCC(=O)O/N=C(\N)c2ccc(Cl)cc2)c1	6%	-3%	0.0%	-3%	-1.0
3	CN1/C(=C\C(=O)COC(=O)c2ccc(O)c(O)c2)C(C)(C)c2ccccc21	-11%	?	3.9%	?	2.8
4	CC1CCN(S(=O)(=O)c2ccc(C(=O)Nc3ccccn3)cc2)CC1	-11%	-13%	23%	-16%	0.6
5	S=C(Nc1cccc(Cl)c1)N1CCN(c2ccccn2)CC1	-5%	?	0.3%	?	-1.0
6	COc1ccc(CC(=O)N(CCC2=CCCCC2)c2c(N)n(Cc3ccccc3)c(=O)[nH]c2=O)cc1OC	3%	-16%	0.2%	-20%	0.6
7	C=CCN(C(=O)CNS(=O)(=O)c1ccccc1)C(C(=O)NCCOC)c1cccnc1 (centres undefined)	-1%	24%	-0.1%	5%	-1.0
8	CN(CCCC1CCCC1)C(=O)CCc1nnc(-c2ccccc2)o1	-30%	?	3.3%	-23%	0.2
9	CSc1nnc(C)c(=O)[nH]1	5%	18%	0.2%	9%	0.1
10	COc1ccc(OCC(=O)NC(=S)NNC(=O)COc2ccc(Br)cc2Cl)cc1	-24%	-4%	2.7%	0%	0.3
11	Cc1ccc(NC(=O)COC(=O)CC2SC(N3CCCC3)=NC2=O)cc1 (centres undefined)	3%	9%	-0.4%	2%	-0.6
12	COCCSc1ccccc1C(=O)Nc1ccc(Br)cc1	-1%	-38%	0.7%	-1%	-3.4
13	COc1ccc(S(=O)(=O)NC2CCSc3ccccc32)cc1NC(C)=O (centres undefined)	1%	-8%	0.1%	-2%	1.5
14	Cc1ccc(SCC(=O)NCc2cccnc2)cc1	-19%	-40%	0.1%	-7%	-1.2
15	COc1ccc(CC(=O)NCc2n[nH]c(=S)n2-c2cccc(C)c2)cc1	10%	-10%	-0.9%	0%	-0.7

cpd	pAkt inh	A549 viability	Mm-Cpn inhibitor	Abeta yeast res
1	i	-6%	2%	-13%
2	i	17%	0%	-6%
3	i	?	1%	-4%
4	i	-4%	0%	-18%
5	i	2%	-1%	-9%
6	i	-27%	0%	17%
7	i	1%	1%	-8%
8	i	0%	-3%	24%
9	i	-2%	0%	8%
10	i	5%	3%	13%
11	i	-4%	2%	-9%
12	i	9%	1%	16%
13	i	-4%	-2%	-1%
14	i	-1%	-1%	22%
15	i	-5%	-1%	-1%

# Additional records.
cpd	SMILES	HepG2 tox	Nrf2 block	Nrf2 ARE act	TGFb inhibitor	CCT modulator
16	COCCNC(=O)Cn1cc(S(=O)(=O)Cc2ccccc2Cl)c2ccccc21	-1%	?	3.9%	-10%	/
17	CC(=O)Nc1cccc(-c2csc(Nc3cc(C)ccn3)n2)c1	-66%	?	3.0%	?	1.2
18	COc1ccc(/C=C2\SC(=Nc3ccccc3OC)NC2=O)cc1	-39%	?	0.2%	4%	-1.5
19	CCO[C@H]1OC(C(=O)N2CCCCCCC2)=C[C@@H](c2ccccc2)[C@@H]1CCCO	-5%	3%	-0.3%	-28%	0.0
20	Cc1ccc2[nH]c(C(=O)N3CCN(C=O)CC3)cc2c1	-12%	2%	-0.7%	4%	0.3
21	COc1ccc(NC(=O)C2CCN(c3ncnc4c3nc3n4CCCCC3)CC2)c(OC)c1	7%	?	-0.6%	0%	0.0
22	Cc1ccc(NC2CCCN(C(=O)c3cn4cccc(C)c4n3)C2)cc1C (centres undefined)	0%	-7%	-1.1%	8%	-0.3
23	CCCSc1nnc(NC(=O)c2nc(SC)ncc2Cl)s1	9%	3%	7.8%	-4%	-1.0
24	COc1cccc(-n2nnc3c(=O)n(Cc4ccc(Br)cc4)cnc32)c1	0%	3%	0.8%	4%	0.5
25	O=C(c1ccc2c(c1)OCO2)C1CCCN(C(=O)NCc2ccccc2)C1 (centres undefined)	8%	5%	-0.1%	-16%	-0.5
26	C[N+]1(CCCOC(=O)C2(c3ccccc3)CCCC2)CCOCC1	11µM*	-8%	0.0%	?	-1.1
27	Cc1ccc(NC(=O)C(C)Sc2nnc(C)n2CC2CCCO2)cc1 (centres undefined)	-8%	-1%	-1.1%	0%	-1.2
28	O=S(=O)(Nc1ccc(C(F)(F)F)cc1)c1ccc2c(c1)OCCO2	-31%	?	0.3%	?	/
29	O=C(Cn1c(=O)n(CCCC(=O)NC2CCCC2)c(=O)c2ccccc21)NCCC1=CCCCC1	-15%	/	-0.4%	18%	-3.2
30	Cc1ccc(OCCCCCCN2CCNCC2)c(Br)c1	-21%	?	3.6%	?	-0.9

cpd	pAkt inh	A549 viability	Mm-Cpn inhibitor	Abeta yeast res
16	/	20%	/	-9%
17	i	-9%	?	16%
18	i	-10%	-2%	-11%
19	i	-5%	/	0%
20	i	-1%	-27%	-5%
21	i	0%	-4%	-25%
22	i	-13%	2%	6%
23	i	-5%	0%	-37%[inhibitor]
24	?	-8%	0%	12%
25	i	-5%	0%	15%
26	i	-1%	-1%	3%
27	i	1%	0%	0%
28	/	0%	/	?
29	i	19%	0%	-13%
30	i	7%	/	-25%

# Next part, overlapping the part above by 2 compounds.
cpd	SMILES	HepG2 tox	Nrf2 block	Nrf2 ARE act	TGFb inhibitor	CCT modulator
29	O=C(Cn1c(=O)n(CCCC(=O)NC2CCCC2)c(=O)c2ccccc21)NCCC1=CCCCC1	-15%	/	-0.4%	18%	-3.2
30	Cc1ccc(OCCCCCCN2CCNCC2)c(Br)c1	-21%	?	3.6%	?	-0.9
31	Oc1cc(-n2cccn2)c(O)cc1-n1cccn1	0%	-9%	?	-8%	-0.9
32	CCOC(=O)c1c(C)[nH]c(C(=O)COC(=O)COc2ccc(OC)cc2)c1C	2%	2%	0.1%	-4%	-0.9
33	COc1ccc(S(=O)(=O)N2CCC(C(=O)NCCc3ccccc3)CC2)cc1	4%	-10%	0.2%	0%	1.2
34	COc1ccc(C2CC=C(C(C)=O)CN2S(=O)(=O)c2ccc(Cl)cc2)cc1 (centres undefined)	-3%&-6%	/	14%&9.5%	-8%&-27%	1.2&1.6
35	Cc1ccc2oc3ccccc3c(=O)c2c1	-17%	?	4.7%	1%	-2.3
36	Cc1ccccc1CC1CCN(CCCNC(=O)Nc2ccccc2)CC1	-26%	1%	-0.7%	2%	-0.4
37	O=C(c1ccccc1)N(Cc1cccc(Br)c1)C1CCS(=O)(=O)C1 (centres undefined)	-21%	0%	-0.8%	23%	-1.0
38	O=C(CSc1ccc(-c2ccco2)nn1)Nc1ccc(F)cc1	0%	?	17%	-28%	-6.4
39	Cn1cccc1-c1nc2ccc([N+](=O)[O-])cc2[nH]1	-18%	?	6.7%	-25%	1.2
40	COc1ccc(OC)c(CNC(=O)Cc2ccc(NC(=O)N3CCCCc4ccccc43)cc2)c1	-6%	14%	8.7%	29%	/
41	COCCOC(=O)C1=C(C)NC(C)=C(C(=O)OC(C)C)C1c1cccc([N+](=O)[O-])c1 (centres undefined)	-5%	-1%	3.4%	-19%	0.5
42	Cc1oc2ccc(O)c(CN(C)Cc3ccccc3)c2c1C(=O)Nc1ccccc1	1.8µM*	13%	12%	?	/
43	COc1ccc(N(C(=O)c2snc(C(N)=O)c2N)C(C(=O)NC2CCCC2)c2cccs2)cc1OC (centres undefined)	1%	-10%	-0.8%	2%	-1.4
44	Cc1cc(NS(=O)(=O)c2cccs2)no1	5%	6%	-1.0%	14%	-1.0

cpd	pAkt inh	A549 viability	Mm-Cpn inhibitor	Abeta yeast res
29	i	19%	0%	-13%
30	i	7%	/	-25%
31	i	0%	-3%	11%
32	i	-4%	-3%	-2%
33	i	-6%	2%	8%
34	i	/	/	2%&-4%
35	i	3%	/	-16%
36	i	-5%	0%	-4%
37	i	-5%	1%	/
38	i	-18%	-8%	-5%
39	i	-3%	2%	10%
40	/	0%	/	-2%
41	i	-6%	-2%	-10%
42	/	0%	/	-2%
43	i	-5%	-1%	-1%
44	i	-8%	0%	5%

# Full records, quoted from the list:
# Record of O=C(CSc1ccc(-c2ccco2)nn1)Nc1ccc(F)cc1 → HepG2 tox = 0%; Nrf2 block = ?; Nrf2 ARE act = 17%; TGFb inhibitor = -28%; CCT modulator = -6.4; pAkt inh = i; A549 viability = -18%; Mm-Cpn inhibitor = -8%; Abeta yeast res = -5%
# Record of COc1ccc(OC)c(CNC(=O)Cc2ccc(NC(=O)N3CCCCc4ccccc43)cc2)c1 → HepG2 tox = -6%; Nrf2 block = 14%; Nrf2 ARE act = 8.7%; TGFb inhibitor = 29%; CCT modulator = /; pAkt inh = /; A549 viability = 0%; Mm-Cpn inhibitor = /; Abeta yeast res = -2%
# Record of O=C(c1ccccc1)N(Cc1cccc(Br)c1)C1CCS(=O)(=O)C1 (centres undefined) → HepG2 tox = -21%; Nrf2 block = 0%; Nrf2 ARE act = -0.8%; TGFb inhibitor = 23%; CCT modulator = -1.0; pAkt inh = i; A549 viability = -5%; Mm-Cpn inhibitor = 1%; Abeta yeast res = /

# Bioassay records: PubChem BioAssay, National Center for Advancing Translational Sciences (NCATS)
